Compound activity (PubChem BioAssay)
TLR4-MyD88 BLA: inhibitors of human TLR4-MyD88 binding; O00206+Q99836; HeLa CL3-4 TLR4/MyD88 BLA complementation, FRET ratio; inhibition, % at 8.4 µM; 0.18% of 200,000 active; in the data active means inhibition above about 25%;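 further: 0% = vehicle and 100% = reference inhibitor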
Diaph inh CS: counter-screen for diaphorase-based assays: diaphorase inhibitors and chemical oxidizers. diaphorase resazurin-to-resorufin fluorescence, NADH, 16 min; bacterial (C. kluyveri) enzyme, not human. inhibition, % at 20 µM. 0.69% of 190,000 active. AID 1217;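 active means primary screen inhibition at 20 µM above a set limit, cut at about 50% in these data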;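 further: plate controls were DMSO with full reaction for no effect and wells lacking NADH for full effect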
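Test system: bacterial diaphorase enzyme (C. kluyveri); Quantity: 0.14 U/mL diaphorase, enzyme working solution; Times: reaction incubation of 16 min at room temperature; Measured by: fluorescence of resorufin formed from resazurin, Ex 544/Em 590 nm; Benchmarks: positive control minus NADH, DMSO neutral control.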
G6PDH CS: L. mesenteroides G6PDH inhibition counter-screen | inhibition, % at 5 µM | 0.12% of 200,000 active | AID 1020 | Purified L. mesenteroides G6PDH, diaphorase/resazurin coupled fluorescence, 45 min
Diaph act CS: counter-screen for diaphorase-based assays: diaphorase activators and chemical reducers; 0.005% of 190,000 active; activation factor at 20 µM; Diaphorase/resazurin coupled assay, resorufin fluorescence, 16 min; active compounds read high; 1 = vehicle wells, 0 = NADH-free wells;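 active means diaphorase activity raised at least twofold by the compound at 20 µM; inactive means activation factor below 2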
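Assay system: bacterial diaphorase enzyme (C. kluyveri) / Input: enzyme 0.07 U/mL final / Medium: 50 mM HEPES pH 7.4 with 4.542 mM MgCl2, 0.005% Tween 20 / Doses: single compound dose of 20 µM, 1% DMSO final / Incubation: 16 min enzyme reaction, ambient temperature / Signal: fluorescence, excitation 544 nm and emission 590 nm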
L major viab: Leishmania major promastigote growth inhibition; Leishmania major promastigotes, resazurin fluorescence viability; inhibition, % at 10 µM; 9% of 200,000 active; AID 1063;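 further: promastigotes grown with compound for 44 hours at 28 °C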
PMI act hi M6P: activators of human phosphomannose isomerase at near-saturating mannose 6-phosphate | AID 1216 | coupled PMI enzyme assay, resazurin fluorescence, 20 min; active compounds read high; 1 = untreated enzyme, 0 = substrate-free blank | 0.34% of 190,000 active | P34949 | activation factor at 20 µM;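 active means activation factor of 2 or more at 20 µM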
Target sequence (P34949 whole entry, looked up): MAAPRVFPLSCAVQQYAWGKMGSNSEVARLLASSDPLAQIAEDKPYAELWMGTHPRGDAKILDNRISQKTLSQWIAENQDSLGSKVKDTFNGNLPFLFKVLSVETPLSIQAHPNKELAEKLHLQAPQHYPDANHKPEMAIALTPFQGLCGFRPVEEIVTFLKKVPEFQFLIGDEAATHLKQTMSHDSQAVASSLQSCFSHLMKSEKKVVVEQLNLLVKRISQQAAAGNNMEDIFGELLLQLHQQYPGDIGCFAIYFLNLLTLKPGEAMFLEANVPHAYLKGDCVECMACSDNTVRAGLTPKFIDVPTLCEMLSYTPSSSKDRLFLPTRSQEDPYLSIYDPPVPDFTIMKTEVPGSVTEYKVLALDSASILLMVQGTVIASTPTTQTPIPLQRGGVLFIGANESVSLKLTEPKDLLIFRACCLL
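test system = human PMI in coupled enzyme assay | medium = HEPES-buffered pH 7.4 with magnesium and detergent | also added = 1.0 mM mannose-6-phosphate substrate with 0.22 mM NADP+ | compound = 20 µM single dose | times = 20 min incubation at room temperature | measured by = resorufin fluorescence (Ex 544/Em 590 nm) from resazurin via diaphorase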
Hsp70 act: Hsp70 transcriptional activation, primary screen; HeLa Hsp70 promoter luciferase reporter, luminescence; scaled: vehicle 0, proteasome-inhibitor control 100%; activation, % at 10 µM; 0.04% of 200,000 active;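 active means activation above the mean across all tested compounds plus 3 SD, cutoff set per campaign, cut at about 5.5% in these data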;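 further: 100% = MG132 at 30 µM as the positive control and 0% = DMSO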
DTT redox prof: compounds producing H2O2 with reducing agent – biochemical, NIH compound library profiling, artefact control for MLSCN library redox annotation, primary screen; activation, % at 10 µM; 0.03% of 200,000 active; DTT-dependent redox cycling H2O2, phenol red/HRP absorbance; 100% = 100 µM peroxide control, 0% = buffer;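 active means activation of at least 50% relative to the plate's high and low controls in the primary single-dose screen; inactive means activation below 50%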;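 further: compound incubated with DTT at 0.8 mM final as the reducing agent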
PMI act: increases human mannose-6-phosphate isomerase activity; purified human PMI, coupled resazurin fluorescence, 20 min; active compounds read high; 1 = vehicle control, 0 substrate-free wells; activation factor at 20 µM; P34949; 0.005% of 190,000 active;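 active means activation factor of 2 or more at 20 µM, relative to plate controls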
S1P3 antag: antagonists of human S1P3 receptor. Q99500. CHO S1P3 NFAT-BLA reporter, FRET fluorescence, antagonist mode. inhibition, % at 4.98 µM. 0.27% of 170,000 active. AID 485;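 active means inhibition above the plate cutoff, the mean inhibition of test wells on that plate plus 3 SD, cut at about 28% in these data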;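 further: cells challenged with S1P at its EC80 of 0.8 µM; blue over green emission ratio from cleaved BLA substrate after 4 h stimulation; 0% = S1P-stimulated wells and 100% = unstimulated DMSO-only wells; some compounds past the cut are filed as inactive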
Target sequence (Q99500 whole entry, looked up): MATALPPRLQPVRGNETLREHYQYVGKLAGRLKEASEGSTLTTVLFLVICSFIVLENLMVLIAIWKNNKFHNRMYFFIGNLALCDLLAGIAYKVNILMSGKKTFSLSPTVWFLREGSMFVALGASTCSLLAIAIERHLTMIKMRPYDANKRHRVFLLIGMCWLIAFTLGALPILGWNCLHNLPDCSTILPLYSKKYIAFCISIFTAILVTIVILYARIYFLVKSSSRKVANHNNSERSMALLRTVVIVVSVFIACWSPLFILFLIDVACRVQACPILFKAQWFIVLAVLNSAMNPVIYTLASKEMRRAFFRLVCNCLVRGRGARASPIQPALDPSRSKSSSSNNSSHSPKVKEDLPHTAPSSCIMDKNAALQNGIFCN
RAM inhibit: yeast RAM network inhibition | S. cerevisiae dse1pr::URA3 reporter, 5-FOA growth OD615, 2 d; analog-sensitive cbk1-as2 kinase mutant strain | inhibition, % at 50 µM | 1.8% of 190,000 active | AID 868;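 active means inhibition above a set limit, 3 SD over mean compound inhibition, cut at about 8.4% in these data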;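 further: 0% = DMSO-only wells with no growth and 100% = 10 µM 1-NA-PP1 full growth; inhibition rescues growth on 5-FOA so higher OD means more RAM inhibition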
The depositor's hits bear a star; . = not tested or not shown. Unless noted, no stated cut-off is given here; in the data, active means inhibition above about 50%; inactive means the rest.

Compound,Diaph act CS,TLR4-MyD88 BLA,G6PDH CS,L major viab,S1P3 antag,RAM inhibit,Hsp70 act,DTT redox prof,PMI act,PMI act hi M6P,Diaph inh CS
CC(C)C[C@H](NC(=O)c1nc[nH]c1C(=O)NCc1ccccc1)C(=O)OCc1ccccc1,0.7,1.3,8.1,16.7,-11.1,14.4*,-0.2,0.9,0.8,0.8,34.7
Cc1nnc(SCC(=O)N2CCCCCC2)n(N)c1=O,1,7.8,14.7,-7.9,-10.1,0.8,0.8,0.0,1,1,1.9
O=C(Nc1ccc(N2CCCC2)c(Cl)c1)c1ccccc1[N+](=O)[O-],1.1,-15.7,5.7,-1.7,18.5,0.8,0.0,0.1,1,1.1,-8.5
Cc1ccc(C2=NN(C(=O)CCC(=O)O)C(c3cn(-c4ccccc4)nc3-c3ccc(C)cc3)C2)cc1 (stereo not drawn),0.5,-4.1,2.9,-1.9,-20.2,3.9,-0.2,0.2,0.9,0.7,47.9
O=[N+]([O-])c1cnc2ccccc2c1,0.9,-10.4,13.7,1.2,-16.1,-0.5,-0.1,-0.5,1,1,10.1
O=C(CN1CCCCCC1)NCc1ccccc1,1,13.1,3.4,-0.5,-5.5,-0.2,-0.1,-0.1,1,1,3.4
Cc1[nH]c2ccccc2c1/C=N/Nc1ccc([N+](=O)[O-])cc1,0.9,31.0*,-51.9,34.9,40.2*,5.4,-0.1,5.9,0.9,1,9.6
COc1ccccc1NC(=O)N1CCC(c2nc3ccccc3o2)CC1,1,0.1,4.4,-5.0,-8.5,0.5,-0.2,-0.3,1.1,1.1,0.5
CCNc1nc(Oc2ccc(C(=O)OCC)cc2)nc(N2CCOCC2)n1,1,-9.8,3.8,-5.2,-1.7,1.6,-0.3,-0.7,1.1,0.9,0.5
Nn1c(SCc2ccccc2)nnc1-c1ccccn1,1,-3.6,4.5,8.5,.,3.2,0.2,1.5,1,1.1,1.6
COc1ccc(-n2nnnc2SCC(=O)Nc2cccc(NC(C)=O)c2)cc1OC,0.8,9.6,4.0,-2.9,5.4,1.8,-0.1,-0.5,0.9,0.8,15.2
COc1ccc(/C=C/C(=O)NCC2COc3ccccc3O2)cc1OC (stereo not drawn),1.1,-2.3,9.7,-4.8,7.1,-1.1,-0.1,-1.4,1,1,-9.5
COc1ccc(CN2CCNC(=O)C2CC(=O)NCc2ccc(C)s2)c(OC)c1 (stereo not drawn),1,3.6,3.6,-5.2,-3.0,0.4,-0.4,0.0,1,0.8,4.7
CCC(C)(C)n1nnnc1CN1CCN(c2nc3ccc(C)cc3cc2C#N)CC1,0.7,8.3,0.9,0.7,.,-0.1,-0.1,-3.9,0.8,0.9,28.6
COc1ccc(CCNC(=O)COc2ccc([N+](=O)[O-])cc2)cc1,1,4.9,0.7,7.1,-9.2,3.0,-0.4,0.4,1.1,1.1,4.2
CC(=O)N1C=CN(C(C)=O)C(c2cn(C)c3ccccc23)C1c1cn(C)c2ccccc12 (stereo not drawn),0.7,1.6,-1.7,12.2,20.4,2.4,-0.1,-0.7,0.8,0.9,29.8
c1ccc(CN2CCN(Cc3cn4cccnc4n3)CC2)cc1,1,6.5,4.0,-3.8,4.7,2.0,-0.3,0.1,1,1,2.0
COc1ccc(C(C)NC(=O)c2ccccc2Br)cc1OC (stereo not drawn),1,0.1,0.1,1.9,6.3,-0.9,-0.1,-0.6,1,1.1,0.1
CSc1ccc(Cl)c(C(=O)OCC(=O)N2CCOCC2)c1,0.9,14.7,5.4,-4.1,-13.1,1.0,0.2,0.1,1,0.7,8.6
Cc1csc(SCC(=O)NCc2cccc(Cl)c2)n1,0.9,-15.1,4.4,8.2,-15.4,1.4,-0.5,-0.5,0.9,0.9,10.8
CCN(CC)CCCN1C(=O)C(=O)/C(=C(/O)c2cc(C)ccc2C)C1c1cccnc1 (stereo not drawn),0.8,6.4,1.0,-3.9,-22.3,4.1,-0.5,3.6,1,1,20.6
Cc1cccc(-c2noc(-c3ccccc3C(=O)NCC3CCCO3)n2)c1 (stereo not drawn),1,-3.9,-0.9,4.8,-25.0,0.6,-0.1,0.9,1,1,4.1
Cn1c(=O)c2c(nc(CN3CCN(c4ccccc4F)CC3)n2CCN2CCOCC2)n(C)c1=O,0.9,4.2,1.3,2.2,-23.5,2.6,0.1,3.3,1.3,1.3,12.5
O=C(COC(=O)CCS(=O)(=O)c1ccc(Cl)cc1)Nc1ncc(Cl)cc1Cl,0.9,-0.7,14.7,2.6,.,0.2,-0.2,-1.8,1.1,1,12.7
CC1=NN(C(=O)c2ccc(C)o2)C(O)(c2ccccc2)C1 (stereo not drawn),1,-12.3,1.6,3.6,5.9,0.7,0.0,0.1,1.2,1.2,3.4
Cc1[nH]c2ccccc2c1C(=O)CN1CCCCC1CCO (stereo not drawn),0.9,-1.0,6.5,2.8,-40.0,-0.1,-0.2,-0.7,0.9,0.9,6.1
COc1c(C)cc(S(=O)(=O)N2CCCC2)c(C)c1C,0.9,-2.1,3.9,3.6,.,0.0,-0.5,0.2,0.8,0.9,10.1
CCOC(=O)C1CCN(CC(=O)Nc2c(C(=O)OC)[nH]c3cccc(Cl)c23)CC1,0.9,-10.2,-0.2,-2.6,-8.7,-0.5,-0.5,0.7,1,0.9,13.2
CCOC(=O)c1ccc(S(=O)(=O)NCCN(CC)CC)cc1,0.9,-7.3,4.6,-0.5,-10.3,1.5,-0.4,-2.3,1,0.8,6.6
Cc1c(N=C2SCC(=O)N2c2c(C)n(C)n(-c3ccccc3)c2=O)c(=O)n(-c2ccccc2)n1C,0.8,3.3,2.0,-11.6,.,0.8,-0.3,0.0,1,1,17.1

Compound profiles, as listed above. Values in the order: Diaph act CS | TLR4-MyD88 BLA | G6PDH CS | L major viab | S1P3 antag | RAM inhibit | Hsp70 act | DTT redox prof | PMI act | PMI act hi M6P | Diaph inh CS
O=C(COC(=O)CCS(=O)(=O)c1ccc(Cl)cc1)Nc1ncc(Cl)cc1Cl is listed as 0.9 | -0.7 | 14.7 | 2.6 | . | 0.2 | -0.2 | -1.8 | 1.1 | 1 | 12.7
CCOC(=O)c1ccc(S(=O)(=O)NCCN(CC)CC)cc1 is listed as 0.9 | -7.3 | 4.6 | -0.5 | -10.3 | 1.5 | -0.4 | -2.3 | 1 | 0.8 | 6.6

Going on with the list:
Compound,Diaph act CS,TLR4-MyD88 BLA,G6PDH CS,L major viab,S1P3 antag,RAM inhibit,Hsp70 act,DTT redox prof,PMI act,PMI act hi M6P,Diaph inh CS
O=C(COC(=O)c1ccccc1Cl)NCCC1=CCCCC1,0.8,9.7,1.6,3.0,-15.6,0.9,-0.2,-0.5,0.9,0.9,18.1
CCN(Cc1cc2ccccc2[nH]c1=O)C(=O)C(C)C,1,-6.1,-0.6,-2.2,-48.0,2.2,0.5,-0.1,1.1,1.1,2.0
CCOC(=O)c1cc(C(O)(C(F)(F)F)C(F)(F)F)c(/N=C/N(C)C)o1,0.7,11.9,6.7,-3.4,.,3.7,-0.4,2.1,1,1,27.0
O=C(O)C1CC(=O)N(Cc2ccc(F)cc2)C1 (stereo not drawn),1.1,1.9,9.1,-6.5,-6.9,0.6,-0.3,-2.4,1.1,1.2,-15.0
CCn1c(SCC(=O)OC2CCCCC2)nnc1-c1ccncc1,0.9,-2.8,-0.2,-5.6,-3.5,0.0,-0.2,1.6,1.1,1,10.6
O=S(=O)(c1ccccc1)c1cnc(-c2ccccc2)nc1N1CCCC1,0.7,-3.7,11.1,11.7,1.4,3.6,0.5,1.7,0.9,1,26.1
Cc1c(C#N)c(NC(=O)CCl)n(Cc2ccccc2)c1C,0.9,6.3,3.8,90.1*,1.3,2.2,0.5,0.3,1.1,1,9.9
Cc1cc(C(=O)NC(C)CCC(C)C)c2ccccc2n1 (stereo not drawn),1,8.4,4.2,-9.0,1.5,1.3,-0.1,-1.5,1.2,1.1,1.6
O=C1NC(c2ccncc2)Nc2ccccc21 (stereo not drawn),0.9,-2.0,0.0,-10.3,-13.3,0.5,-0.1,1.9,1,1.1,9.9
C=CCOC(=O)C1=C(C)NC(SCC)=C(C#N)C1c1ccc(Cl)cc1 (stereo not drawn),0.8,-1.9,-0.5,100.0*,.,12.5*,-0.1,2.8,0.8,0.9,18.5
CC(Cc1cccs1)NC(=S)Nc1ccccc1 (stereo not drawn),0.8,-0.3,-1.8,59.9*,-2.5,1.3,-0.2,-0.1,0.9,0.9,16.9
COc1ccc(/C(C)=N/NC(=S)Nc2cc(C)ccc2C)cc1,0.9,-9.7,-2.3,12.6,14.0,1.9,0.2,-2.4,1,1,11.4
COCCN(CC(=O)NCc1ccc(F)cc1)C(=O)CCC(=O)Nc1ccccn1,0.9,4.2,2.3,-4.7,-19.9,0.0,-0.1,1.9,1.1,1.1,13.9
Nc1nc2ccc(Cl)cc2c2nc(-c3ccco3)nn12,1,.,15.2,.,-0.4,.,0.2,.,0.9,1,1.6
O=C(NC1CC2CCCC(C1)N2Cc1cccs1)c1ccc([N+](=O)[O-])cc1 (stereo not drawn),0.9,0.5,-3.2,12.3,-24.7,1.2,0.0,-3.4,1.1,1,10.6
CCCN(CCC)C(=O)C[n+]1cccc(/C=N/O)c1,0.9,4.3,-2.3,-4.3,-3.4,0.1,0.8,-0.2,0.9,0.9,11.3
Cc1ccc(C)c(NC(=O)c2cccc(Oc3ccc([N+](=O)[O-])cc3Cl)c2)c1,0.7,-4.3,-20.6,-3.6,6.4,5.8,-0.5,2.0,0.8,0.8,27.1
COc1cccc(C(=O)NN2C(=O)C3C4C=CC(O4)C3C2=O)c1 (stereo not drawn),0.9,-1.5,0.4,-15.2,.,-1.2,-0.1,4.7,1,1.1,10.4
COCCNC(=O)CN1C(=O)CC(C)(C)S(=O)(=O)c2ccccc21,0.9,2.0,12.7,-6.3,2.7,1.0,-0.1,-0.2,1.1,1,10.9
O=C(NCc1ccc2[nH]c3c(c2c1)CCCC3)c1ccc(S(=O)(=O)N2CCCCC2)cc1,0.8,-3.2,13.9,5.2,-16.4,3.9,-0.2,1.1,0.9,0.8,21.1
